14-3-3g Raf = 14-3-3 gamma protein interaction modulation | P61981 | AID 422 | FP, 14-3-3gamma / TMR-pS259-Raf peptide binding | 160,000 compounds, 0.19% hits | inhibition, % at 40 µM; in the data active = inhibition above about 30%;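 note: 0% = protein plus tracer without compound and 100% = blank with tracer alone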
Target sequence (P61981 whole entry, looked up): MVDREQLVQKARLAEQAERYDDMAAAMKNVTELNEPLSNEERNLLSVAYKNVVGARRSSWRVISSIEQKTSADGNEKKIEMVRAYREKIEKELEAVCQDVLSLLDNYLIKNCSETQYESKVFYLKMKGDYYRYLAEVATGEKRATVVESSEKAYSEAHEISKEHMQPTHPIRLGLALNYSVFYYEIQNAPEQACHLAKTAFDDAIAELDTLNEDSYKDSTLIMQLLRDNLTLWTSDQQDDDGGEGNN
Active calls of the source: *; & = joins results of further samples. Not all compounds are listed. The share of hits here may be higher or lower than overall.

SMILES	14-3-3g Raf
N#CCSc1nc2cc3c(cc2c(=O)n1CCC(=O)N1CCN(c2ccccc2)CC1)OCO3	-10
COCc1cc(C)nc2sc(C(=O)O)c(N)c12	-39
CC(=O)NS(=O)(=O)c1ccc(NC(=O)c2ccco2)cc1	-14
COC(=O)c1ccc(N2C(=O)CSC2c2ccc(OC(F)F)cc2)cc1 (configuration not stated)	6
CCc1ccc(OCC(=O)Nc2ccc(S(N)(=O)=O)cc2)cc1	2
CN(C(=O)c1cccnc1)c1nnc(-c2ccccn2)s1	-7
COc1ccccc1-c1cc(C(=O)NCCN2CCOCC2)no1	5&-3
COCC(=O)N(C)c1nnc(-c2ccccn2)s1	4
CCc1ccc(C(=O)CC2(O)C(=O)Nc3ccc(C)cc32)cc1 (configuration not stated)	2
COc1ccc(OCc2nc3ccccc3n2Cc2ccc(C)cc2)cc1	-26
Cc1cccc(NC(=O)c2ccc(Cl)c([N+](=O)[O-])c2)n1	-1
C=CCSc1nnc2c(n1)OC(c1ccc(OC)cc1)Nc1ccccc1-2 (configuration not stated)	-32
COCCNS(=O)(=O)c1ccc(OCC(=O)OC)c(Cl)c1	10
Cc1cc(NC(=O)C2CCCCC2C(=O)O)no1 (configuration not stated)	-6
CCOC(=O)C1(C)C=C(Nc2cccc(Cl)c2)C(=O)N1c1cccc(Cl)c1 (configuration not stated)	-6
O=C(CCN1C(=O)COc2ccccc21)NCc1cccs1	-8&-1
COc1cccc(N(CC(=O)O)S(=O)(=O)c2ccccc2)c1	-8&3
NC(=O)C1(N2CCCCC2)CCN(C2CC(=O)N(c3ccc(I)cc3)C2=O)CC1 (configuration not stated)	-26
CCc1ccc2oc(-c3cc(N=Cc4cc(Cl)cc([N+](=O)[O-])c4O)ccc3O)nc2c1	-37
O=C1CSC(=NC2CCCCC2)N1	-16
COc1cc(C2Nc3ccc(C(=O)c4ccccc4)cc3NC3=C2C(=O)CCC3)cc(OC)c1OC (configuration not stated)	-1
CSc1nc2cc(Cl)ccc2s1	-1
COc1cc(S(=O)(=O)NCCOC23CC4CC(CC(C4)C2)C3)c(OC)cc1Cl	5
O=C(CSc1nc2ccccc2[nH]1)Nc1ccc(OC(F)(F)F)cc1	-5
CCC(=O)N1CCc2cc(Br)cc(S(=O)(=O)N3CCC(C(=O)NC4CCCC4)CC3)c21	-9
CCOc1ccc(C2C(C(=O)Nc3cccc(C(F)(F)F)c3)=C(C)NC3=C2C(=O)CCC3)cc1 (configuration not stated)	-6
CCOC(=O)C(=O)NCc1ccccc1	-6
CCOC(=O)N1CCN(CCC(=O)Nc2cccc(Br)c2)CC1	0
CC1CC(C)(C)NC(=S)N1CCCC(=O)Nc1ccc(Br)cc1 (configuration not stated)	-4
COc1ccc(NC(=O)C2=C(C)NC3=C(C(=O)CC(c4ccc(OC)c(OC)c4)C3)C2c2cccc(C(F)(F)F)c2)cc1 (configuration not stated)	2
CCOC(=O)c1ccc(NC(=O)COC)cc1	6
COc1cc(NC(=O)CN2CCN(c3ccccc3F)CC2)cc(OC)c1	-7&-3
O=c1c2c3c(sc2n(CCN2CCOCC2)c(=O)n1Cc1ccco1)CCCCC3	-10
COc1ccc(CN2C(=S)N(c3ccccc3)C(=O)C2CC(=O)Nc2ccccc2Cl)cc1 (configuration not stated)	4
CCOC(=O)C1C(=O)C=C(c2ccc(OC)c(OC)c2)CC1c1ccc(C)cc1 (configuration not stated)	-5
NS(=O)(=O)c1ccc(NC(=O)c2cc(-c3cccs3)nc3ccccc23)cc1	-4
O=c1c2ccccc2n(Cc2ccc(F)cc2)c2ccccc12	-5
COc1ccccc1C1Nc2ccc(C(=O)O)cc2C2C=CCC21 (configuration not stated)	-75
Cn1c(=O)c2c(nc(Oc3ccccc3Cl)n2Cc2ccc(Cl)cc2)n(C)c1=O	-2
CCOc1ccc(-c2cc(C(=O)NCCN3CCOCC3)c3ccccc3n2)cc1	1
COc1cccc(C(=O)Nc2ccc3nc(N4CCCCC4)cc(C)c3c2)c1	-9
CCC(C)NC(=O)C1c2ccccc2C(=O)N(C)C1c1cccs1 (configuration not stated)	-4
COc1ccc(S(=O)(=O)N(CC(=O)NCC2CCCO2)c2ccc(Cl)cc2)cc1 (configuration not stated)	-2
Fc1cccc(-c2nnc3ccc4ccccc4n23)c1	-2
O=C(c1ccccc1F)N1CCC(N2CCCCCC2)CC1	-5&-12
Cc1ccc(NC(=O)NCCCSC2CCCCC2)cc1C	9
CCOc1ccc2nc(NC(=O)C3CCN(S(=O)(=O)c4cccs4)CC3)sc2c1	-5
CC(C)NC(=O)c1cc2n(n1)C(C(F)(F)F)CC(c1ccco1)N2 (configuration not stated)	-8
O=C(NCc1ccc(F)cc1)c1ccc2c(c1)NC(=O)c1ccccc1N2	-8
CC(C)OCCCNC(=O)C1CCC(Cn2c(=S)[nH]c3ccccc3c2=O)CC1 (configuration not stated)	-3

Four entries from above, as labelled records:
> COc1cccc(C(=O)Nc2ccc3nc(N4CCCCC4)cc(C)c3c2)c1
  14-3-3g Raf = -9

> CCC(C)NC(=O)C1c2ccccc2C(=O)N(C)C1c1cccs1 (configuration not stated)
  14-3-3g Raf = -4

> COc1ccc(S(=O)(=O)N(CC(=O)NCC2CCCO2)c2ccc(Cl)cc2)cc1 (configuration not stated)
  14-3-3g Raf = -2

> Fc1cccc(-c2nnc3ccc4ccccc4n23)c1
  14-3-3g Raf = -2

(listing goes on)
SMILES	14-3-3g Raf
O=C(CSc1nn(-c2ccc(F)cc2)c(=S)s1)N1CCN(C(=O)c2ccco2)CC1	1
CCOC(=O)C1=C(C)NC(=O)NC1c1ccccc1O (configuration not stated)	2
COCCCNC(=O)CCn1c(=O)c2ccccc2n(CC(=O)Nc2c(C)cccc2C)c1=O	-14
CCN(CC)S(=O)(=O)c1ccc(C(=O)Nc2sc3c(c2C(N)=O)CC(C)CC3)cc1 (configuration not stated)	-3
CCCCSc1nnc([C@@H](NC(=O)OC(C)(C)C)C(C)C)o1	2
Cc1ccc(NC(=O)CSc2n[nH]c(-c3ccncc3)n2)cc1	-8
COc1ccc(C2CC(C(F)(F)F)n3nc(C(=O)NCc4cccs4)cc3N2)cc1 (configuration not stated)	-15
N#Cc1c(C(F)(F)F)cc(-c2ccc3c(c2)OCCO3)nc1SCc1ccccn1	9
O=C(Nc1ccc(-n2nncc2-c2ccc(Br)cc2)cc1)c1cc2ccccc2oc1=O	-14
Cn1nc(-c2ccc(N3CCCCC3)c(NS(C)(=O)=O)c2)c2ccccc2c1=O	1
Cc1ccc(C(C)C)c(OCc2nnc3n2CCCCC3)c1	-5
Cc1ccc2c(c1)C1CC(C)(O2)N(c2ccccc2C)C(=S)N1 (configuration not stated)	7
CCN1CCCC1CNC(=O)C(NC(=O)C1CCC(C)CC1)C(C)C (configuration not stated)	3
C=C(C)Cn1c(SCCCC)nc2sc3c(c2c1=O)CC(C)(C)OC3	-4
CN(c1nc2ccccc2n2c(-c3ccco3)nnc12)S(=O)(=O)c1ccccc1	1
CCN1C2=NCCCN2c2cc(C)c(C)cc21	3&-5
C=CCN(CC=C)C(=O)C1CCC(C(=O)N(CC=C)CC=C)CC1 (configuration not stated)	-3
CCOc1ccc(C(=O)Nc2ccc(Cl)cn2)cc1Br	-7
O=C1CCCc2nc(N3CCN(c4ccccc4)CC3)ncc21	7
CN(CC(=O)N1CCCC1=O)Cc1ccccc1	2

Brought forward from above: 2 compounds, followed by the next part.
SMILES	14-3-3g Raf
O=C1CCCc2nc(N3CCN(c4ccccc4)CC3)ncc21	7
CN(CC(=O)N1CCCC1=O)Cc1ccccc1	2
COc1cc(C2/C(=C(\O)c3ccccc3)C(=O)C(=O)N2c2cccc(Cl)c2)ccc1O (configuration not stated)	-5
CC(NC(=O)CCn1c(=S)[nH]c2ccsc2c1=O)c1ccccc1 (configuration not stated)	-4
CCc1cc2ccccc2nc1SCC(=O)Nc1cc(C)on1	-3
O=C1OC(Nc2ccc(Br)cn2)c2ccccc21 (configuration not stated)	-7
Cc1cccc(C)c1NC(=O)C(c1ccccc1)N1CCC2(CC1)OCCO2 (configuration not stated)	2
C=CCn1c(SCc2ccc(OC(C)C)cc2)nc2sc3c(c2c1=O)CC(C)(C)OC3	-3
Cc1ccc(CS(=O)(=O)CCC(=O)NCc2ccc(F)cc2)cc1	-3
CCCc1ccc(C(=O)Nc2nc3ccc(OC)cc3s2)cc1	-1
O=C(CCCCCn1c(=S)[nH]c2ccc(N3CCOCC3)cc2c1=O)N1CCN(c2cccc(Cl)c2)CC1	-10
O=C(Nc1ccccc1Cl)c1sc(-c2ccccc2)nc1-c1ccc([N+](=O)[O-])cc1	5

Looked up one by one from the entries so far, four records:
SMILES	14-3-3g Raf
Cc1cccc(C)c1NC(=O)C(c1ccccc1)N1CCC2(CC1)OCCO2 (configuration not stated)	2
COc1cc(C2/C(=C(\O)c3ccccc3)C(=O)C(=O)N2c2cccc(Cl)c2)ccc1O (configuration not stated)	-5
C=CCn1c(SCc2ccc(OC(C)C)cc2)nc2sc3c(c2c1=O)CC(C)(C)OC3	-3
O=C1OC(Nc2ccc(Br)cn2)c2ccccc21 (configuration not stated)	-7

New compounds follow
SMILES	14-3-3g Raf
O=C1C2CC=C(Cl)CC2C(=O)N1c1ncn[nH]1 (configuration not stated)	0
CN1CCN(C(=O)C2CCCCC2C(=O)O)CC1 (configuration not stated)	4
O=C(CSc1nsc(SCC(=O)N2CCOCC2)n1)N1CCOCC1	-4
CC(=O)Oc1ccc(OC(C)=O)c2c1C(=O)c1ccccc1C2=O	69*
CN(C(=O)C1CCOC1)c1nnc(C2CCOC2)s1 (configuration not stated)	-7
Cn1c(=NC(=O)c2ccc(S(=O)(=O)N3CCc4ccccc4C3)cc2)sc2cc(F)ccc21	-19
O=S(=O)(Nc1cccc(F)c1)c1ccc(Cl)s1	-25
CN(C(=O)Cc1cccs1)C1(C(=O)NC2CCCCC2)CCCCC1	-11
COc1ccc(OC)c(CC(NC(C)=O)C(=O)NC2CCN(c3nc(C)cc(C)c3C#N)CC2)c1 (configuration not stated)	-4
O=C(CSCc1cnn(-c2ccccc2)c1-n1cccc1)NCc1ccc2c(c1)OCO2	-3
Cc1nc(NCC2CCCO2)[nH]c(=O)c1CCC(C)C (configuration not stated)	-5
Cc1oc(-c2ccccc2F)nc1CN1CCC(C(=O)NCCC2=CCCCC2)CC1	-8
C=CCNC(=O)c1cccc(NS(=O)(=O)c2ccc(Cl)cc2)c1	3
CCOc1cccc2c1OC1(C)CC2NC(=O)N1c1ccc(OC)cc1 (configuration not stated)	-6&1
CCOC(=O)c1ccc(N2C(=O)CC(NC3CCN(C(=O)c4ccc(F)cc4)CC3)C2=O)cc1 (configuration not stated)	2
CC(=O)c1sc(NC(=O)C2COc3ccccc3O2)nc1C (configuration not stated)	-2
O=C(Nc1ccccc1[N+](=O)[O-])c1ccccc1I	1
CN1C(=O)NC(c2ccccc2)C2=C1CN(c1cccc(C(F)(F)F)c1)C2=O (configuration not stated)	-16
CC(C)CNC(=O)c1noc2c1CCCC2	7
c1ccc2c(c1)CCOC2CNCC1COc2ccccc2O1 (configuration not stated)	2
Cc1cc2c(c(=O)[nH]1)C(=O)NC2=O	-1
Cc1cccc(C(=O)N2CCN(c3cc(C)c(C#N)c4nc5ccccc5n34)CC2)c1	-11
Cc1ccc(C)c(Oc2nc3c(c(=O)n(Cc4ccccc4Cl)c(=O)n3C)n2C)c1	-3
CC(C)NC(=O)c1cc(Sc2ccc(F)cc2)nc2ccccc12	-1
CN(C)S(=O)(=O)c1cccc(COC(=O)C2=COCCO2)c1	-6
COc1ccc(C2=NOC(C(=O)NCc3ccco3)C2)cc1OC (configuration not stated)	-4
Cc1cc(C)cc(NC(=O)CCn2ccnc2C)c1	-7
O=C(O)CCCCCN1C(=O)C2C3c4ccccc4C(c4ccccc43)C2C1=O (configuration not stated)	4
Cc1c(Cl)cccc1NC(=O)CSc1nnc(C)n1-c1ccccc1	-9
O=C(O)c1cc(S(=O)(=O)NCC2CCCO2)ccc1Cl (configuration not stated)	-2
COc1ccc(C(=O)N2CCSC2=S)cc1	-3
CCS(=O)(=O)N1CCN(C(=O)c2cc(OC)cc(OC)c2)CC1	-2
Cc1cc(NS(=O)(=O)c2c(C(C)C)cc(C(C)C)cc2C(C)C)no1	-3
CCc1nnc(NC(=O)Cc2ccc(OCc3c(C)noc3C)cc2)s1	-5
CC(=O)N1c2c(cc(Br)cc2S(=O)(=O)N2CCN(c3ccccn3)CC2)CC1C (configuration not stated)	6&-4
COc1ccc(-n2nc(C(=O)Nc3ccc(OC)c(OC)c3)c3ccccc3c2=O)c(OC)c1	-1
COc1ccc(C(=O)N(c2ccc(C)cc2)S(=O)(=O)c2ccc(Cl)cc2)cc1	10
[Li+]	-3
O=C1CCc2cc(S(=O)(=O)NCc3cccs3)ccc2N1	-36
COCCCNc1nc2c([nH]1)c(=O)[nH]c(=O)n2C	4

Among those listed so far, these have a cyano group:
SMILES	14-3-3g Raf
N#CCSc1nc2cc3c(cc2c(=O)n1CCC(=O)N1CCN(c2ccccc2)CC1)OCO3	-10
N#Cc1c(C(F)(F)F)cc(-c2ccc3c(c2)OCCO3)nc1SCc1ccccn1	9
COc1ccc(OC)c(CC(NC(C)=O)C(=O)NC2CCN(c3nc(C)cc(C)c3C#N)CC2)c1 (configuration not stated)	-4
Cc1cccc(C(=O)N2CCN(c3cc(C)c(C#N)c4nc5ccccc5n34)CC2)c1	-11

The list continues.
SMILES	14-3-3g Raf
O=C(CCc1nc(-c2cccs2)no1)Nc1ccc(C(F)(F)F)cc1	5
CCC(CCC(=O)Nc1nncs1)C(=O)O (configuration not stated)	-2
O=[N+]([O-])c1cc(S(=O)(=O)C(F)(F)F)ccc1Cl	14
Cc1ccc(CSCCC(=O)N2CCN(c3cccc(C)c3C)CC2)cc1	5
CCc1nnc(SCC2=CC(=O)N3C=CC=CC3N2)nc1CC (configuration not stated)	-4
COc1ccc(Br)cc1CNC(=O)c1cc(=O)[nH]c2ccc(S(=O)(=O)N3CCCCC3C)cc12 (configuration not stated)	0
O=C(Oc1ccc(-c2nc(-c3ccccc3Cl)no2)cc1)c1ccccc1	-6
C=C(C)CSC1=C(C#N)C(c2ccccc2Cl)CC(=O)N1 (configuration not stated)	-4
Cc1nnc(-n2cnc3ccccc32)c2ccccc12	-1
COc1cccc(N(C(C)=O)c2nc(C)cc(C)c2C#N)c1	1&-9
COC(=O)c1cc2ccc(OC)c(OC)c2c(=O)s1	-2

Screens (PubChem)
